FH mod = Identification of activators of human fumarate hydratase by quantitative high-throughput screening | Fumarate hydratase, mitochondrial (Homo sapiens), P07954 | FH coupled MDH/diaphorase resazurin fluorescence, 15 min | Potency, µM (series often up to 79.9 µM), without a hit: at the top dose activity change, negative = inhibition, most hits filed as inhibitors | AID 1347055, 2019 | hit rate 0.22% among 54,000; further: potency means the concentration at half of the fitted maximal effect; on the % scale 0 is the no-effect control and ±100 the full control effect; the screen sought activators but most active calls are inhibition curves; nearly all actives have a fitted effect of over 45% in size
GALK inhibitor = qHTS Assay for Inhibitors of Human Galactokinase (GALK): NCGC Sytravon Library Screen. recombinant GALK, Kinase-Glo ATP luminescence, 1 h. Potency, µM (series often up to 57.5 µM), without a hit: at the top dose activity, negative = inhibition, actives largely listed as inhibitors. 44,000 tested, under 10 active. AID 1347072, 2019;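 further: plate controls were full GALK reaction for no effect and reaction lacking GALK for full effect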
Target sequence (P51570 whole entry, looked up): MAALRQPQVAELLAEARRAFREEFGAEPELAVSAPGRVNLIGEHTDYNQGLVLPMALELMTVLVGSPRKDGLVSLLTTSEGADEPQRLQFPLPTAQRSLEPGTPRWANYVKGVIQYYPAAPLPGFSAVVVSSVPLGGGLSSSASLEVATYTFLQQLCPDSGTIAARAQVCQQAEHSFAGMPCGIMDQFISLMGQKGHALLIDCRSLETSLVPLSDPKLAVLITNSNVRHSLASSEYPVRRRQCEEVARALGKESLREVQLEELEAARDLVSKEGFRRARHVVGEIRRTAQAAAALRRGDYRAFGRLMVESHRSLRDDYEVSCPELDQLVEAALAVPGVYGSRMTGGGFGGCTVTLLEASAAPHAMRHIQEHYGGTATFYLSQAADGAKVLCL
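5 nM GALK; 35 uM ATP; 100 uM D-galactose; 20 mM HEPES pH 8.0, 5 mM MgCl2, 60 mM NaCl, 1 mM DTT, 0.01% BSA; 1 h RT; Kinase-Glo Plus luminescence.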
TSG101-PTAP inh = qHTS Validation Assay for Inhibitors of HIV-1 Budding by Blocking the Interaction of PTAP/TSG101: Sytravon Library Screen; Tumor susceptibility gene 101 protein (Homo sapiens), Q99816; Fluorescence polarization, FITC-PTAP peptide/Tsg101, 20 min; Potency, µM (titrated, usually from 115 µM), without a hit: top-dose activity change, negative = inhibition, usual class: inhibitors; 44,000 tested, under 10 active; AID 1347069, 2019; further: potency means the concentration at half of the fitted maximal effect; 0% is about no effect
Target sequence (Q99816 whole entry, looked up): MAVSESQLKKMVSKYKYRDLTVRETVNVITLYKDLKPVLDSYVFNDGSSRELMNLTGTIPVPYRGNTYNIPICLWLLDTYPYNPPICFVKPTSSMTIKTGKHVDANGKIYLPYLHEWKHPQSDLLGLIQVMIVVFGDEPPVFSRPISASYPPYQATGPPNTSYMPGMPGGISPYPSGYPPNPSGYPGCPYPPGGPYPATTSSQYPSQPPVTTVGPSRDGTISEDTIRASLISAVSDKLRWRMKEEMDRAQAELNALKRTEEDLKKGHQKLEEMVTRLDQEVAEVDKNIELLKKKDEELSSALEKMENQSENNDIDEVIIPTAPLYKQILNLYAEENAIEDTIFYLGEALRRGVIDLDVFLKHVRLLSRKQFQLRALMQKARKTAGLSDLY
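Fluorescence polarization: Tsg101 binding domain (10 uM final) in 10 mM HEPES pH 7.5, 0.15 M NaCl, 0.01% Tween 20, 3 mM EDTA, 0.1 mM TCEP; compounds pinned; FITC-PTAP peptide 50 nM final; 20 min, r.t.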
B2AR arrestin ag = qHTS assay of beta-arrestin-biased ligands of beta2-adrenergic receptor: NCGC Sytravon Library Screen; 44,000 tested, under 10 active; Potency, µM (highest dose often 46.1 µM), without a hit: at the top dose activation, actives largely listed as activators; AID 1347077, 2019; Beta-2 adrenergic receptor (Homo sapiens), P07550; HTLA Tango cells, beta-arrestin recruitment, luciferase luminescence, 18 h;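 further: potency means the concentration at half of the fitted maximal effect; 0% = DMSO and full agonism = EC100 isoproterenol or metaproterenol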
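Tango cells expressing recombinant beta2-AR and beta-arrestin were treated with compounds (up to 46 microM titration) in DMEM with 1% FBS for 18 hr at 37 degrees C. Beta-arrestin recruitment drove tTA-dependent luciferase, read by luminescence; curves were fitted and classed.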
p53null 32C kill = qHTS Screen for Compounds that Selectively Target Cancer Cells with p53 Mutations: Cytotoxicity of p53 Null Cells at the Permissive Temperature | Potency, µM (titrated, usually from 46.1 µM), inactives show at the highest dose activity change, negative = cytotoxicity, usual class: cytotoxic | H1299-neo p53 null cells, ATP luminescence, 24 h, 32C | hit rate 0.62% among 55,000;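 further: potency means the concentration at half of the fitted maximal effect; 0% = DMSO only and -100% = full killing by 100 µM tamoxifen; nearly all actives have a fitted effect of over 55% in size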
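Cells lacking p53 (H1299-neo) are plated at 600 per well and allowed to settle overnight at 37C. Test compounds (up to 46 uM) are added and held 24 hours at 32C, then ATP is quantified by luminescence.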
p53null 39C kill = qHTS Screen for Compounds that Selectively Target Cancer Cells with p53 Mutations: Cytotoxicity of p53 Null Cells at the Nonpermissive Temperature; H1299 p53-null (neo) cells, 39C, ATPlite viability, 24 h; Potency, µM (doses to about 46.1 µM), for inactives: at the highest dose activity, negative = cell killing, most hits filed as cytotoxic; hit rate 0.97% among 55,000; AID 904, 2007;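 further: potency means the concentration at half of the fitted maximal effect; 0% = DMSO only and -100% = full killing by 100 µM tamoxifen; nearly all actives have a fitted effect of over 50% in size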
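Temperature-shift cytotoxicity format: compound titrations on p53-null or A138V-expressing H1299 cells held 24 hr at 39C, cell ATP then measured, AC50 from Hill model.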
NTMT1 inhibitor = Primary qHTS for Inhibitors of N-terminal methyltransferase 1 (NTMT1): MTaseGlo Assay; N-terminal Xaa-Pro-Lys N-methyltransferase 1 (Homo sapiens), Q9BV86; NTMT1 MTase-Glo SAH luminescence, purified enzyme; Potency, µM (series often up to 114 µM), inactives show at the highest dose activity change, negative = inhibition, hits mostly inhibitors; hit rate 2.5% among 59,000;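 further: potency means the concentration at half of the fitted maximal effect; plate controls were DMSO vehicle for no effect and no enzyme for full effect; nearly all actives have a fitted effect of over 65% in size; many of its hits are not listed in these tables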
* marks the source's active call; other numbers are inactive results; ? = inconclusive; / = not tested or not shown; [ ] = remark or other dose. The call rests on the fitted dose curve; in most records, active means well fitted curve in the direction sought with a large enough effect; inconclusive means small, poorly fitted or top-dose-only effect, or another doubt; inactive means no such curve, though single readings can be large; an effect the other way counts as inactive or inconclusive. Some of the compounds tested; rates above refer to the full screens.

SMILES	FH mod	GALK inhibitor	TSG101-PTAP inh	B2AR arrestin ag	p53null 32C kill	p53null 39C kill	NTMT1 inhibitor
Cc1cc(C)c(NC(=O)C2CCCN(S(=O)(=O)c3c(C)noc3C)C2)c(C)c1 (configuration not stated)	-3%	0%	0%	0%	4%	-13%	-1%
Cn1ccnc1SCC(=O)Nc1cc(Cl)ccc1Cl	2%	2%	-5%	-1%	4%	-28%	3%
Cc1ccc(C)c(NC(=O)Cn2c(=O)n(Cc3ccc4c(c3)OCO4)c(=O)c3oc4ccccc4c32)c1	1%	0%	-2%	-1%	5%	-28%	8%
COc1ccc(Br)cc1CNC(=O)c1cc(=O)[nH]c2ccc(S(=O)(=O)N3CCCC3)cc12	-4%	-4%	-1%	-1%	-3%	0%	-4%
Cc1cc(C)c(NS(=O)(=O)c2cc(-c3cnc(C4CC4)o3)ccc2C)c(C)c1	-11%	-3%	-6%	0%	1%	-6%	7%
CCC(C)NC(=O)c1cnn(-c2ccc(Cl)cc2)c1C1CCN(C(=O)OC(C)(C)C)CC1 (configuration not stated)	5%	0%	-6%	0%	9%	-15%	8%
Cc1ccc(NC(=O)c2ccc(NC(=O)N3CCSc4ncccc43)cc2)cc1Cl	-14%	0%	-3%	0%	-26%	?	-9%
Cc1ccc2oc(=O)c3cc(C(=O)Nc4ccccc4C(N)=O)sc3c2c1	-11%	-1%	-5%	1%	0%	1%	-14%
CCc1cccc(NC(=O)Nc2ccc3c(c2)N(C)C(=O)c2ccccc2S3)c1	2%	?	-2%	-3%	7%	0%	5%
Cc1ccc(CNC(=O)CSc2c(C(C)C)cnc3c2c(=O)n(C)c(=O)n3C)cc1	-1%	1%	0%	-1%	-1%	-6%	?

Arranged by heavy-atom count (highest first): three of the compounds above
SMILES	FH mod	GALK inhibitor	TSG101-PTAP inh	B2AR arrestin ag	p53null 32C kill	p53null 39C kill	NTMT1 inhibitor
Cc1ccc(CNC(=O)CSc2c(C(C)C)cnc3c2c(=O)n(C)c(=O)n3C)cc1	-1%	1%	0%	-1%	-1%	-6%	?
CCc1cccc(NC(=O)Nc2ccc3c(c2)N(C)C(=O)c2ccccc2S3)c1	2%	?	-2%	-3%	7%	0%	5%
Cc1cc(C)c(NC(=O)C2CCCN(S(=O)(=O)c3c(C)noc3C)C2)c(C)c1 (configuration not stated)	-3%	0%	0%	0%	4%	-13%	-1%

Other entries:
SMILES	FH mod	GALK inhibitor	TSG101-PTAP inh	B2AR arrestin ag	p53null 32C kill	p53null 39C kill	NTMT1 inhibitor
CCC(C)NC(=O)Cn1c(=O)n(CCCCCC(=O)Nc2ccccc2)c(=O)c2sccc21 (configuration not stated)	6%	5%	1%	1%	-1%	-9%	-3%
COc1cccc(CNC(=O)c2ccc3c(c2)sc2nc(-c4ccccc4)cn23)c1OC	-14%	1%	2%	0%	2%	-9%	16%
CCC1=C(c2ccc(C)cc2)S(=O)(=O)N=C1N1CCC(C(=O)N2CCCCC2)CC1	4%	1%	-3%	0%	5%	-17%	-8%
Cc1ccc(CNC(=O)CCc2c(C)nn(-c3ccc(N4CCCC4)nn3)c2C)cc1	/	0%	2%	0%	-16%	-5%	/
COc1ccc(C(=O)Nc2ccc3nc(SCC(=O)N4CCCC4)sc3c2)cc1	-7%	-1%	1%	-2%	-7%	-22%	11%
CCOC(=O)N1CCc2c(sc3c2c(=O)n(CCc2ccccc2)c(=O)n3Cc2cc(C)ccc2C)C1	-14%	-3%	-7%	1%	3%	-11%	15%
Cc1ccc(S(=O)(=O)Nc2cc3c(cc2N2CCOCC2)n(C)c(=O)n3C)c(C)c1	?	-7%	-6%	1%	1%	-16%	?
O=C(Cn1nc(Cc2cccnc2)c2ccccc2c1=O)N1CCN(c2ccc(F)cc2)CC1	-12%	5%	-1%	-2%	-6%	2%	?
CCOC(=O)c1c(C)[nH]c(C)c1S(=O)(=O)N1CCC(C(=O)Nc2cc(C)ccn2)CC1	?	0%	-1%	0%	2%	-14%	-6%
CCOC(=O)c1cccc(NC(=O)c2ccc3c(Cl)c4c(nc3c2)CCC4)c1	-18%	2%	0%	-1%	?	0.4µM*	-18%
Cc1cccc(C)c1NC(=O)C(=O)NCC(c1cccnc1)N1CCc2ccccc21 (configuration not stated)	-1%	?	-1%	0%	0%	-5%	-8%
Cc1c(Cl)cccc1NC(=O)C(C)N(c1ccccc1)S(C)(=O)=O (configuration not stated)	-1%	0%	-2%	1%	0%	-9%	-3%
COc1ccc(NC(=O)CCc2c(C)nc3cc(-c4cccc(F)c4)nn3c2C)cc1Cl	-10%	1%	0%	1%	-6%	-17%	23%
CCOC(=O)c1c(C)oc2ncnc(Nc3ccc(F)cc3Cl)c12	4%	1%	1%	-1%	0%	-10%	2%
O=C(c1ccc(F)cc1F)N1CCC(c2noc(-c3ccc(S(=O)(=O)N4CCCC4)cc3)n2)CC1	1%	1%	-4%	-2%	1%	-13%	5%
CCc1nn2c(=O)cc(COC(=O)C(CC)c3ccccc3)nc2s1 (configuration not stated)	2%	2%	0%	1%	0%	0%	-1%
Cc1ccc(NS(=O)(=O)c2c(C)nc3sc(C)c(C)n3c2=O)cc1F	-6%	-6%	-8%	0%	-7%	52%[activator]	2%
O=C(CSc1n[nH]c(-c2ccc(F)cc2)n1)N1CCN(c2ccc(F)cc2)CC1	-25%	0%	-2%	-1%	1%	13%	-3%
CCc1ccc2c(c1)NC(c1cccs1)=NC(c1ccc(F)cc1)=N2	?	7%	1%	-2%	-7%	-6%	?
COc1ccc(C(=O)Nc2nnc(C)s2)cc1	-4%	1%	1%	5%	10µM*	?	-6%
COc1cccc(-n2ccnc2SCC(=O)Nc2cccc(C)c2C)c1	-9%	-5%	2%	1%	-8%	3%	0%

Grouped by structure: the entries above with fluorine
SMILES	FH mod	GALK inhibitor	TSG101-PTAP inh	B2AR arrestin ag	p53null 32C kill	p53null 39C kill	NTMT1 inhibitor
O=C(Cn1nc(Cc2cccnc2)c2ccccc2c1=O)N1CCN(c2ccc(F)cc2)CC1	-12%	5%	-1%	-2%	-6%	2%	?
COc1ccc(NC(=O)CCc2c(C)nc3cc(-c4cccc(F)c4)nn3c2C)cc1Cl	-10%	1%	0%	1%	-6%	-17%	23%
CCOC(=O)c1c(C)oc2ncnc(Nc3ccc(F)cc3Cl)c12	4%	1%	1%	-1%	0%	-10%	2%
O=C(c1ccc(F)cc1F)N1CCC(c2noc(-c3ccc(S(=O)(=O)N4CCCC4)cc3)n2)CC1	1%	1%	-4%	-2%	1%	-13%	5%
Cc1ccc(NS(=O)(=O)c2c(C)nc3sc(C)c(C)n3c2=O)cc1F	-6%	-6%	-8%	0%	-7%	52%[activator]	2%
O=C(CSc1n[nH]c(-c2ccc(F)cc2)n1)N1CCN(c2ccc(F)cc2)CC1	-25%	0%	-2%	-1%	1%	13%	-3%
CCc1ccc2c(c1)NC(c1cccs1)=NC(c1ccc(F)cc1)=N2	?	7%	1%	-2%	-7%	-6%	?

Bioassay records from PubChem.
